CIT2 TOR yeast: modulators of CIT2-GFP expression in yeast, primary screen, S. cerevisiae, GFP fusion, multiplex flow cytometry, MLPCN library; actives 0.065% (n = 320,000); AID 2029, 2009; S. cerevisiae CIT2-GFP strain, 3 h; 100 means same as DMSO wells; GFP response vs DMSO, % at 10 µM;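 active = GFP response relative to DMSO above a set limit, near the screen mean plus 3 SD, cut at about 150% in these data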;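 also: ratio of well median GFP fluorescence to mean of DMSO wells on the plate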
AHR act: AHR activators, primary screen, cell-based, luminescence, luciferase reporter, human; activation, % at 5 µM; actives 2.5% (n = 320,000); AHR-responsive luciferase reporter cells; Aryl hydrocarbon receptor (Homo sapiens), P35869; in the data active = activation above about 47%;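 also: 0% = vehicle wells and 100% = reference agonist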
RPL19A TOR yeast: RPL19A-GFP expression modulators in yeast, primary screen, cell-based, S. cerevisiae, multiplex flow cytometry, MLPCN; S. cerevisiae RPL19A-GFP strain, 3 h; active compounds read low; percent response vs DMSO, % at 10 µM; actives 0.3% (n = 330,000);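 active = percent response vs DMSO below 50%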;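 also: median channel GFP fluorescence of the barcoded RPL19A-GFP strain; ratio of sample median GFP to plate DMSO average so 100% = DMSO; lower means less RPL19A-GFP as with rapamycin TOR inhibition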
LAP4 TOR yeast: modulators of LAP4-GFP expression in yeast, primary screen, S. cerevisiae, multiplex flow cytometry, MLPCN library; 3 h; median GFP as percent of DMSO wells; GFP response vs DMSO, % at 10 µM; actives 0.34% (n = 320,000); AID 2023, 2009;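 active = GFP response vs DMSO above a set limit, about the screen mean plus 3 SD, cut at about 150% in these data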
proCasp3 act: activators of human procaspase-3 D3A mutant, primary screen, biochemical, absorbance, PC-3 D3A mutant, single concentration. Caspase-3 (Homo sapiens), P42574. recombinant procaspase-3 D3A, Ac-DEVD-pNA absorbance 405 nm. activation, % at 8.5 µM. actives 0.11% (n = 330,000);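 active = activation above the mean of all tested compounds plus 3 SD, cut at about 21% in these data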;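 also: 0% = DMSO alone and 100% = DMSO wells spiked with extra 5 µM PC-3 D3A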
Target sequence (P42574 whole entry D9A/D28A/D175A): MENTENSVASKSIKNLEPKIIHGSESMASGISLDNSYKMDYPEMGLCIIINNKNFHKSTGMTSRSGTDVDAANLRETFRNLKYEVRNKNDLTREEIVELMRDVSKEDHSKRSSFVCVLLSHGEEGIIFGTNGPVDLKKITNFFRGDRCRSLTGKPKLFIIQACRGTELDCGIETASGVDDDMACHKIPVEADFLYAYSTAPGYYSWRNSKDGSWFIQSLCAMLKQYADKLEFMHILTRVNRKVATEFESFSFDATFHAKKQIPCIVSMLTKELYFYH
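Assay system: Procaspase-3 D3A mutant, all three cleavage aspartates alanine. Buffer or medium: Zinc-free HEPES saline buffer with Triton X-100. Times: 1 h compound preincubation, 2 h substrate hydrolysis at 25 °C. Measured by: 405 nm absorbance of p-nitroaniline, reads at 0 and 120 min. Read-out basis: percent activation relative to control range. Replicates: singlicate.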
AGP1-GFP MLPCN: modulators of AGP1-GFP expression in yeast TOR pathway, primary screen, cell-based, multiplex flow cytometry, S. cerevisiae, MLPCN library | 3 h; GFP as percent of DMSO wells | GFP response vs DMSO, % at 10 µM | actives 0.02% (n = 320,000);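 active = GFP response relative to DMSO above a set limit, near screen average plus 3 SD, cut at about 150% in these data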;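 also: median GFP channel fluorescence of the gated AGP1 strain per well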
procasp7 counter: procaspase-7 activators, primary screen, counter-screen for procaspase-3 activator project, biochemical, absorbance, HTS, human | recombinant procaspase-7, Ac-DEVD-pNA absorbance 405 nm; D23A/D198A/D206A triple mutant, cannot self-cleave; scale: DMSO 0, 5 µM enzyme 100 | activation, % at 8.5 µM | actives 0.093% (n = 330,000) | AID 463210, 2010;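 active = percent activation above the screen-wide mean plus 3 SD, cut at about 25% in these data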
Target sequence (P55210 whole entry D23A/D198A/D206A): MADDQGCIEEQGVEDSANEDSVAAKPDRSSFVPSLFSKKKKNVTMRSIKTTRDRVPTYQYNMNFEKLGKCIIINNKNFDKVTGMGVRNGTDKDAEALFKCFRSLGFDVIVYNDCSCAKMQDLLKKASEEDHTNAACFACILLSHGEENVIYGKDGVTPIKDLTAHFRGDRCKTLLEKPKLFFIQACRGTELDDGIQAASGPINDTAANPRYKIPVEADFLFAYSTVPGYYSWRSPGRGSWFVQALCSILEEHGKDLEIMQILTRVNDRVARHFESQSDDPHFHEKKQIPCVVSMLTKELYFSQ
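Assay system: Uncleavable procaspase-7 mutant enzyme | Input: 2 µM procaspase-7 mutant as dispensed | Timing: 1 h compound preincubation, 2 h substrate cleavage, 25 °C | Repeats: One well per compound | Control set: DMSO wells as 0%, DMSO with 5 µM added PC-7 as 100% | Technique: Epi-absorbance of released pNA at 405 nm, two timepoints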
MEP2 TOR yeast: modulators of MEP2-GFP levels in yeast, primary screen, S. cerevisiae, multiplex flow cytometry, MLPCN library; S. cerevisiae MEP2-GFP strain, 3 h; 100% = DMSO control level; GFP response vs DMSO, % at 10 µM; actives 0.51% (n = 330,000); AID 2016, 2009;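 active = GFP response versus DMSO above a set limit, roughly screen mean plus 3 SD, cut at about 180% in these data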;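 also: median GFP fluorescence of the barcode-gated MEP2-GFP cells per well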
Starred values were filed as active, the others as inactive; · = no result given.

SMILES	CIT2 TOR yeast	AHR act	RPL19A TOR yeast	LAP4 TOR yeast	proCasp3 act	AGP1-GFP MLPCN	procasp7 counter	MEP2 TOR yeast
Cc1ccc2[nH]c3nc(N/N=C/c4cccc(O)c4)nnc3c2c1	98.7	26.4	99.2	87.7	4.7	95.3	-1.2	107.0
CC1CCCCN1C(=O)CSc1nnc(-c2cccnc2)n1C1CCCCC1 (stereo unspecified)	100.5	-0.5	97.6	95.4	-10.2	99.2	3.8	99.5
CCOc1cc(CNc2ncnc3nc[nH]c23)ccc1OC	101.8	6.3	98.5	96.7	10.4	100.1	7.0	98.8
COc1ccccc1N(CC(=O)Nc1ccc(C)cc1Cl)S(=O)(=O)c1cccs1	99.8	1.7	98.5	100.8	3.8	100.2	7.5	100.8
COCc1cc(=O)[nH]c(/N=C(\N)Nc2ccc(Cl)c(Cl)c2)n1	95.0	7.8	98.1	108.0	0.8	104.5	-5.5	109.6
CC(C)C(=O)Nc1c(C(=O)c2ccc(F)cc2)oc2ccccc12	86.8	132.3*	103.7	118.9	3.9	93.7	-19.3	107.1
Nc1cc(=O)nc(SCc2ccccc2)n1Cc1ccco1	99.0	4.3	96.0	94.5	-4.5	99.8	4.3	98.0
COC(=O)c1ccc(CN2CCCC(C(=O)c3cc(F)ccc3OC)C2)cc1 (stereo unspecified)	108.5	0.2	104.0	98.0	6.6	104.3	-16.7	110.4
COC(=O)\C(C(C)=O)=C(/C=C/C=C/C=C/N(C)C)N(C)C	97.8	0.9	97.9	82.5	-5.0	84.9	-16.0	95.7
O=C(COC(=O)C1CCN(S(=O)(=O)c2cccc3cccnc23)CC1)c1ccccc1	99.1	1.8	102.0	94.0	6.9	94.8	5.4	97.0
Cc1ccc2c(CN3CCCCC3CCO)cc(=O)oc2c1 (stereo unspecified)	99.5	3.5	98.8	88.6	8.0	95.5	11.8	100.7
O=C(COc1ccccc1)OCc1csc(Nc2ccccc2)n1	97.8	-2.3	101.3	101.5	9.0	104.7	-0.8	103.7
CN(C(=O)CSc1nnc(C2CC2)n1-c1ccccc1)C1CCS(=O)(=O)C1 (stereo unspecified)	98.3	0.0	92.7	88.6	14.9	94.8	16.1	97.4
COc1ccc(-c2noc(=O)n2Cc2cc(C)ccc2C)cc1	93.0	2.3	103.5	104.1	8.7	109.0	9.8	111.5
COc1ccc(NC(=S)Nc2ccccc2OC)c(OC)c1	104.3	4.6	103.3	105.7	-9.8	103.8	-18.1	105.1
CCn1c2ccccc2c2cc(NC(=O)C(C)Oc3ccc(OC)cc3)ccc21 (stereo unspecified)	101.1	26.0	99.2	101.6	-0.4	103.8	-7.8	104.5
COC(=O)Cn1nnc(N2CCOCC2)n1	87.4	-1.1	96.5	110.0	8.1	103.1	3.8	98.3
COc1ccc(/C=C2\Sc3ccc(C(=O)NC4CC4)cc3N(C)C2=O)cc1OC	108.4	17.7	94.2	114.1	-6.9	103.9	9.5	162.7
Fc1ccc(NC(=S)Nc2cccnc2)c(Cl)c1	97.9	2.5	96.9	100.9	-9.6	98.8	-12.0	86.7
CS(=O)(=O)Nc1ccc(C(=O)NCCSc2ccc(Cl)cc2)cc1	104.3	1.3	102.4	100.7	0.2	100.9	-0.6	103.7
CCN(CC)S(=O)(=O)c1cccc(NC(=O)c2ccc(C#N)cc2)c1	93.5	8.7	96.6	90.0	4.3	98.9	-8.8	90.5
O=C(COc1ccc(F)cc1)Nc1cc(S(=O)(=O)N2CCCCC2)ccc1N1CCCCC1	99.1	1.9	97.0	101.2	-4.7	96.5	2.6	94.0
CCc1nnc(NC(=O)c2cc(S(=O)(=O)N(C)c3ccc(OC)cc3)ccc2Cl)s1	95.3	-1.5	97.0	72.0	1.8	79.5	-0.2	98.7
CC(=O)NCCCc1nc2ccccc2n1Cc1ccccc1C	95.7	4.0	96.4	98.1	1.5	94.8	-4.7	97.6
CC(NC(=O)c1ccc(CS(=O)(=O)Cc2ccccc2F)o1)c1ccc2c(c1)OCCO2 (stereo unspecified)	97.4	-0.6	93.8	94.4	1.0	97.5	2.9	100.8

By substructure: the entries above with a Cl atom.
SMILES	CIT2 TOR yeast	AHR act	RPL19A TOR yeast	LAP4 TOR yeast	proCasp3 act	AGP1-GFP MLPCN	procasp7 counter	MEP2 TOR yeast
COc1ccccc1N(CC(=O)Nc1ccc(C)cc1Cl)S(=O)(=O)c1cccs1	99.8	1.7	98.5	100.8	3.8	100.2	7.5	100.8
COCc1cc(=O)[nH]c(/N=C(\N)Nc2ccc(Cl)c(Cl)c2)n1	95.0	7.8	98.1	108.0	0.8	104.5	-5.5	109.6
Fc1ccc(NC(=S)Nc2cccnc2)c(Cl)c1	97.9	2.5	96.9	100.9	-9.6	98.8	-12.0	86.7
CS(=O)(=O)Nc1ccc(C(=O)NCCSc2ccc(Cl)cc2)cc1	104.3	1.3	102.4	100.7	0.2	100.9	-0.6	103.7
CCc1nnc(NC(=O)c2cc(S(=O)(=O)N(C)c3ccc(OC)cc3)ccc2Cl)s1	95.3	-1.5	97.0	72.0	1.8	79.5	-0.2	98.7

Next section
SMILES	CIT2 TOR yeast	AHR act	RPL19A TOR yeast	LAP4 TOR yeast	proCasp3 act	AGP1-GFP MLPCN	procasp7 counter	MEP2 TOR yeast
COc1ccc(/C=N/NC(=O)c2ccc(N(C)S(=O)(=O)c3ccccc3)cc2)cc1	113.6	4.2	110.1	115.1	3.3	106.5	-11.7	136.9
O=C(O)CNC(=O)c1ccc(Oc2c(F)c(F)c(Oc3ccc(C(=O)NCC(=O)O)cc3)c(F)c2F)cc1	95.7	-5.6	98.9	88.2	-9.9	99.2	2.0	100.3
COc1cccc(NC(=O)C2CCC(CNS(=O)(=O)c3cccs3)CC2)c1 (stereo unspecified)	98.5	-0.2	101.1	106.4	-0.8	102.8	6.5	105.0
COC(=O)c1ccc(CSc2nc(N)cc(N)n2)cc1	102.3	0.2	105.8	111.0	-5.7	106.1	8.3	99.9
O=C(COc1cccc(Cl)c1Cl)Nc1ccc2c(c1)CCC2	103.7	1.9	112.3	109.5	-4.6	108.4	-3.4	118.5
Cc1ccc(NC(=O)CSc2nc(N)cc(N)n2)cc1S(=O)(=O)N1CCOCC1	83.9	0.9	103.2	101.8	3.7	113.4	9.5	111.5
O=C(NCc1ccccc1)c1ccccc1NC(=O)C1CCCCC1	108.6	0.4	104.8	104.6	3.3	103.7	-9.2	98.7
O=C(NNC(=O)c1cnccc1C(F)(F)F)c1ccccc1	103.4	-2.4	97.9	108.0	-4.4	104.7	0.7	97.2
CCOC(=O)C1=C(c2ccccc2)NC(SCC(N)=O)=C(C#N)C1c1cccnc1 (stereo unspecified)	110.3	-1.5	99.9	95.4	-3.7	101.4	10.6	98.4
O=C1CCCN1CCC(=O)N1CCCC(Nc2ccc(F)c(F)c2)C1 (stereo unspecified)	99.0	0.4	95.0	92.5	5.8	97.7	1.7	93.0
O=C(CCC(=O)Nc1ccc(Br)cc1)N/N=C/c1ccc(O)cc1	98.8	5.2	101.9	88.5	9.0	93.9	-10.2	97.4
O=C(Nc1cnccn1)c1cccs1	101.0	3.5	102.3	103.9	-3.7	101.6	4.2	101.7
Cc1ccc(C(=O)n2nnc3ccccc32)cc1	86.6	1.0	95.5	121.6	-5.6	79.8	-1.9	92.0
CCOc1ccccc1OCCCNCc1ccccc1	98.9	1.9	100.1	90.6	6.6	95.7	1.6	101.2
Cc1csc2nc(CNC(=O)c3cccc(C(F)(F)F)c3)cn12	105.2	8.3	96.5	104.0	0.1	105.9	22.1	107.8
O=S(=O)(Nc1nc2ccccc2nc1Cl)c1ccc(Cl)cc1	91.7	-1.2	102.8	97.0	8.8	92.6	4.8	102.3
Cc1ccc2nc3c(cc(C(=O)NCCN4CCOCC4)c(=N)n3CCCN3CCOCC3)c(=O)n2c1	102.3	-4.3	91.5	89.0	-17.5	78.2	-10.7	118.5
COc1ccc(CC(=O)Nc2cc(S(=O)(=O)N3CCCCC3)ccc2N2CCN(C)CC2)cc1	97.2	-2.0	100.9	91.7	4.6	98.3	2.7	101.8
COc1ccc(OC)c(NC(=O)COC(=O)[C@H](Cc2ccccc2)NC(=O)c2ccco2)c1	85.1	4.3	90.1	99.8	1.1	94.2	-3.3	89.8
CCOC(=O)N1CCN(C(=O)c2cn(C)c3ccc(S(=O)(=O)N4CCCC4)cc3c2=O)CC1	98.4	-0.6	99.4	101.1	-3.5	101.0	2.0	107.4
CCCn1nnnc1NCc1ccc(N(C)C)cc1	106.4	14.2	104.3	93.1	7.0	104.3	-0.9	106.6
COc1ccc(CCC(=O)NNC(=O)Cn2nc(C)cc2C)cc1	94.3	-0.5	97.0	84.5	-0.7	93.4	-3.7	96.7
Cc1ccc2oc(=O)c3cnn(CC(=O)N4CCCCC4C)c3c2c1 (stereo unspecified)	117.7	1.9	101.7	113.1	-1.9	111.8	3.6	101.0
Cc1cccc(/C=C/C(=O)c2ccc(NC3=NCCCS3)cc2)c1	97.9	-2.0	101.2	93.1	-4.2	97.4	-7.9	101.5
COC(=O)c1[nH]c2ccc(F)cc2c1NC(=O)CCN1CC(C)OC(C)C1 (stereo unspecified)	·	7.9	99.9	92.0	1.6	104.6	9.0	98.5
The list goes on:
SMILES	CIT2 TOR yeast	AHR act	RPL19A TOR yeast	LAP4 TOR yeast	proCasp3 act	AGP1-GFP MLPCN	procasp7 counter	MEP2 TOR yeast
Cc1ccc(Cl)cc1NC(=O)C1CCCCC1C(=O)O (stereo unspecified)	102.3	-1.1	101.3	104.5	-6.7	104.8	-1.3	103.2
CSCCC(NC(=O)C12CC3CC(CC(C3)C1)C2)C(=O)OCC(=O)c1ccc(C)cc1 (stereo unspecified)	108.4	-3.6	104.7	89.2	-3.5	102.9	4.0	111.6
O=C(NCC(=O)N(Cc1cccs1)C(C(=O)NC1CCCC1)c1cccnc1)c1ccco1 (stereo unspecified)	77.1	-2.8	93.2	98.3	-9.2	94.4	-1.8	103.8
C=CCNC(=O)/C(C#N)=C/c1ccccc1[N+](=O)[O-]	92.9	2.6	97.2	95.7	-11.7	96.0	-2.0	98.1
N#Cc1c[nH]n2c(=O)cc(Cc3ccccc3)nc12	98.0	-0.4	95.5	94.7	4.5	98.7	-2.3	98.0
COc1cccc(C(=O)NNC(=O)c2ccccc2Br)c1	100.7	8.0	98.6	101.0	-1.1	97.9	1.1	98.5
Cc1ccccc1N(CC(=O)N1CCCC1)S(=O)(=O)c1ccc(Cl)cc1	104.5	-2.4	104.7	91.2	-0.8	106.5	-2.5	98.1
COc1ccc(CNC(=O)CN(c2ccccc2)S(=O)(=O)c2ccccc2[N+](=O)[O-])cc1	106.6	7.5	98.2	107.7	0.2	106.1	-6.5	101.7
Cc1cccc(CS(=O)(=O)Cc2ccc(C(=O)NCc3cccnc3)o2)c1	111.9	0.4	103.0	107.9	9.2	102.7	2.5	106.5
Cc1cccc(NC(=O)C2CCN(C(=O)[C@@H]3Cc4ccccc4CN3)CC2)c1	95.1	2.4	97.3	101.0	4.9	99.5	-3.6	104.6
Cc1csc(NC(=O)C2CC(=O)N(c3ccc(C)c(C)c3)C2)n1 (stereo unspecified)	105.1	1.4	102.6	96.4	-0.7	102.5	-3.6	103.3

Screens deposited in PubChem by several laboratories.
